# Source: PubChem (several laboratories)
# GSTO1 counter: counter-screen for RBBP9 inhibitors: inhibitors of human GSTO1. recombinant GSTO1, activity-based probe fluorescence polarization. inhibition, % at 5.96 µM. hit rate 1.1% among 300,000;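 active = inhibition above the campaign mean inhibition plus 3 SD, cut at about 35% in these data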;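 also: 0% = GSTO1-1 with DMSO and 100% = wells lacking GSTO1-1 enzyme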
# Target sequence (P78417 whole entry, looked up): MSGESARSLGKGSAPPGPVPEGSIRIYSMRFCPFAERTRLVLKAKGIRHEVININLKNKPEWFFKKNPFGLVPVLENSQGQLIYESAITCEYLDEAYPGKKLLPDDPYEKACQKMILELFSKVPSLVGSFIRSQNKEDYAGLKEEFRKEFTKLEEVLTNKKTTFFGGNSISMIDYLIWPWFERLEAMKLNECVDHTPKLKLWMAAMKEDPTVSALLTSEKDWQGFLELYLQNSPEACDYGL
# PME-1 primary: blocks human protein phosphatase methylesterase 1; Q9Y570; recombinant PME-1, FP-Rh probe fluorescence polarization; hit rate 0.53% among 320,000; AID 2130; inhibition, % at 5.9 µM;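 active = inhibition above the campaign mean of all compounds plus 3 SD, cut at about 26% in these data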;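 also: competitive labeling of PME-1 active site by serine hydrolase directed probe; 0% = PME-1 with DMSO and 100% = wells lacking PME-1 enzyme; inhibitors block probe labeling so polarization falls and inhibition rises; many of its hits are not listed in these tables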
# Target sequence (Q9Y570 whole entry, looked up): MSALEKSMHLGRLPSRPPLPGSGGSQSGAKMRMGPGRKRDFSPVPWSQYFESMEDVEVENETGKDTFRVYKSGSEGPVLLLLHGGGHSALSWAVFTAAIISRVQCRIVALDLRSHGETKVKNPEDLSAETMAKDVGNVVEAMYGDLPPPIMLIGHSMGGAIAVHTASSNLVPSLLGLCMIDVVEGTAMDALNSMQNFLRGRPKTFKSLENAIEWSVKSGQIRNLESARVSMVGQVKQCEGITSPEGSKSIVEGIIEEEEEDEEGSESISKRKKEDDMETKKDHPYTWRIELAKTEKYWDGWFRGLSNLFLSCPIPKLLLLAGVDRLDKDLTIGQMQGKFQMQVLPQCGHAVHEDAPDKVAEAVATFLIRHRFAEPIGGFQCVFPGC
# TPT1 inhibitor: inhibitors of Candida albicans tRNA 2'-phosphotransferase TPT1; inhibition, % at 5 µM; hit rate 0.81% among 300,000; recombinant caTPT1, FP RNA substrate dephosphorylation; AID 1962;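 active = inhibition above the mean of all tested compounds plus 3 SD, set per screening campaign, cut at about 24% in these data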;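 also: plate controls were DMSO alone for no effect and ferristatin control at 100 nM for full effect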
# MEX-5 binding: C. elegans MEX-5 TCR-2 RNA binding activity; Q9XUB2; MEX-5/FITC-TCR2 RNA binding, fluorescence polarization; active compounds read low; activity score (negative = inhibition of binding), % at 10 µM; hit rate 0.38% among 300,000; AID 1832;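 active = inhibition past about -25% in most replicates, and total fluorescence under double the plate's negative control median, limit read from the data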;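 also: 0% = DMSO and -100% = 5 µM competing unlabeled TCR2 RNA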
# MCL1 BIM primary: MCL1-BIM-BH3 interaction inhibition (human); Q07820; hit rate 0.68% among 320,000; GST-MCL1 / FITC-Bim-BH3 fluorescence polarization; AID 2057; inhibition, % at 10.9 µM;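 active = inhibition above the mean inhibition of all tested compounds plus 3 SD, set per campaign, cut at about 40% in these data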;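 also: 0% = DMSO wells and 100% = unlabeled Bim-BH3 peptide control; higher means more loss of mP so more displacement of Bim peptide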
# BCLXL inh: Bcl-xL (human) inhibition; Q07817; GST-Bcl-xL / FITC-Bim BH3 peptide fluorescence polarization; inhibition, % at 10.9 µM; hit rate 0.7% among 320,000; AID 2129;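 active = inhibition above the mean of all tested compounds plus 3 SD, cutoff set per campaign, cut at about 30% in these data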;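 also: 0% = DMSO wells and 100% = unlabeled Bim-BH3 peptide competitor; inhibitors lower millipolarization by displacing the labeled peptide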
# Target sequence (Q07817 whole entry, looked up): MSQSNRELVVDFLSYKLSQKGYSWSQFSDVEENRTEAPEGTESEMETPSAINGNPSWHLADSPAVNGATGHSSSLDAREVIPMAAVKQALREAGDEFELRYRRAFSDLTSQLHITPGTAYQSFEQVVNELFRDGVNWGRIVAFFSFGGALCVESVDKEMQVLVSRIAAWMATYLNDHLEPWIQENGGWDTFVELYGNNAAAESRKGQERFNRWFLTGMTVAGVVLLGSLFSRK
# Fam108B counter: Fam108B inhibition, counter-screen for RBBP9 inhibitors; hit rate 0.33% among 300,000; inhibition, % at 9.51 µM; recombinant Fam108B, FP-Rh probe fluorescence polarization;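 active = inhibition above the screen mean inhibition plus 3 SD, computed separately per campaign, cut at about 18% in these data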;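 also: inhibitors lower polarization as less probe binds the enzyme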
# GLD-1 RNA inh: GLD-1-TGE RNA interaction inhibition (C. elegans). Q17339. purified GLD-1 + fluorescein TGE RNA, fluorescence polarization. inhibition, % at 5.96 µM. hit rate 0.44% among 320,000. AID 2280;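 active = percent inhibition above a per-plate cutoff, the plate mean of test compounds plus 3 SD, cut at about 30% in these data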;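 also: 0% = DMSO wells with GLD-1 and probe and 100% = wells lacking GLD-1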
# PAD4 inh: blocks human protein arginine deiminase 4 | recombinant PAD4, RCA probe fluorescence polarization | inhibition, % at 6.36 µM | hit rate 0.41% among 330,000 | AID 485272;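 active = percent inhibition above a cutoff equal to the mean of all tested compounds plus 3 SD, cut at about 15% in these data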;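 also: 0% = PAD4 with RCA probe and DMSO and 100% = probe without PAD4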
# * = called active by the depositor; nt = no result given. The list is partial; count on the stated rates, not on these rows.
SMILES,GSTO1 counter,PME-1 primary,TPT1 inhibitor,MEX-5 binding,MCL1 BIM primary,BCLXL inh,Fam108B counter,GLD-1 RNA inh,PAD4 inh
Cc1nc(CSc2n[nH]c(=O)n2-c2ccccc2)cs1,4,-7,-1,0.7,9,5,5,7,4
Cc1ccc(S(=O)(=O)NCCSc2ccccc2)cc1[N+](=O)[O-],10,1,1,-1.3,1,5,4,3,1
CCOc1ccc2c(c1)c(=O)c(S(=O)(=O)c1ccc(CC)cc1)cn2C,4,-5,-3,-0.7,11,-2,2,4,-3
CCC(=O)Nc1sc(Cc2ccc3c(c2)OCO3)c(C)c1C(N)=O,7,4,2,nt,0,3,-5,-6,-2
O=C1c2ccccc2NC(c2ccc(Br)s2)N1O (configuration not stated),-8,3,-1,0.4,5,5,-2,-5,-2
Cc1ccccc1N/C(SCc1ccc(Cl)cc1)=C(/C#N)C(N)=O,1,-3,4,0.8,-2,2,-2,3,1
NNC(=O)CNC(c1ccccc1)c1cc(Cl)ccc1NC(=O)c1ccccc1 (configuration not stated),0,-18,-2,0.3,2,-1,-8,8,0
Cc1ccc(/C=C(\NC(=O)c2ccccc2)C(=O)NCCc2ccccn2)o1,0,-4,2,-2.2,8,9,0,5,0
COCCNc1nnc(SCC(=O)N2CCN(S(=O)(=O)c3ccccc3)CC2)s1,2,0,2,0.2,-2,0,1,2,-4
COc1ccc(NC(=O)CC2CCCCC2)cc1OC,-1,-12,1,-1.3,8,3,-3,-3,-1
COc1ccc(-c2noc(-c3ccc(Cl)cc3[N+](=O)[O-])n2)cc1OC,9,7,-1,0.1,3,6,0,-3,1
CCOc1cc(N2CCOCC2)c(OCC)cc1NC(C)C(=O)N1CCC(C)CC1 (configuration not stated),5,2,-1,-1.7,15,8,-1,14,-3
CC(=O)Nc1ccc2ccccc2c1,3,-7,-4,-2.9,0,0,-1,3,1
COc1ccccc1OCCNC(=O)c1cccc(S(=O)(=O)N2CC(C)OC(C)C2)c1 (configuration not stated),6,7,1,-0.9,1,2,5,2,-2
Cc1c(C(=O)N(Cc2ccncc2)CC2CCCO2)oc2c(F)cccc12 (configuration not stated),-3,-3,-1,-3.3,-7,-2,3,4,-3
Cc1ccc(/C=C/C(=O)NN2CCN(C)CC2)cc1,-1,1,0,1.3,7,6,5,-8,1
COC(=O)C1=C(C)N(CCCC(=O)O)C(=O)NC1c1ccc(Cl)cc1 (configuration not stated),8,2,-6,1.1,2,2,-1,5,1
Cc1cc(C)cc(N2CC(c3nc4ccccc4n3C)CC2=O)c1 (configuration not stated),1,8,-1,-2.1,-17,-12,-3,8,0
Nc1c(C(=O)Nc2ccc(Cl)cc2)sc2nc(N3CCOCC3)c3c(c12)CCCC3,6,-1,1,0.3,2,-1,0,2,3
CCCCN(CC)CCCNC(=S)Nc1ccc2nc(N3CCN(CC)CC3)cc(C)c2c1,1,2,1,3.3,5,-5,0,-2,1
O=C(Nc1cc(C(F)(F)F)ccc1N1CCOCC1)c1cccc(F)c1,-7,-6,0,1.2,1,-3,-2,0,3
CC1(C)CC(=O)C=C(NCCN2CCN(C(=S)Nc3ccccc3)CC2)C1,2,1,0,1.7,3,5,-3,2,-2
COCCn1c(SCc2cccnc2)nnc1-c1ccco1,4,2,0,1.1,7,5,5,8,0
COc1ccc(CCNC(=O)c2ccc3c(c2)NC(=O)C(CSCc2cc(C)ccc2C)N3)cc1OC (configuration not stated),-26,-10,129*,0.9,-71,-46,-4,-36,-35
COc1ccccc1-c1c(C)nn2c(N3CCOCC3)cc(C)nc12,-4,-1,1,-2.5,-3,0,3,-3,-7

# In a second layout: entries from further up.
Cc1ccc(/C=C/C(=O)NN2CCN(C)CC2)cc1
  GSTO1 counter: -1	PME-1 primary: 1	TPT1 inhibitor: 0	MEX-5 binding: 1.3	MCL1 BIM primary: 7	BCLXL inh: 6	Fam108B counter: 5	GLD-1 RNA inh: -8	PAD4 inh: 1
CCOc1ccc2c(c1)c(=O)c(S(=O)(=O)c1ccc(CC)cc1)cn2C
  GSTO1 counter: 4	PME-1 primary: -5	TPT1 inhibitor: -3	MEX-5 binding: -0.7	MCL1 BIM primary: 11	BCLXL inh: -2	Fam108B counter: 2	GLD-1 RNA inh: 4	PAD4 inh: -3
COc1ccc(-c2noc(-c3ccc(Cl)cc3[N+](=O)[O-])n2)cc1OC
  GSTO1 counter: 9	PME-1 primary: 7	TPT1 inhibitor: -1	MEX-5 binding: 0.1	MCL1 BIM primary: 3	BCLXL inh: 6	Fam108B counter: 0	GLD-1 RNA inh: -3	PAD4 inh: 1

# Of the compounds above, these have a furan ring, fused or not:
SMILES,GSTO1 counter,PME-1 primary,TPT1 inhibitor,MEX-5 binding,MCL1 BIM primary,BCLXL inh,Fam108B counter,GLD-1 RNA inh,PAD4 inh
Cc1ccc(/C=C(\NC(=O)c2ccccc2)C(=O)NCCc2ccccn2)o1,0,-4,2,-2.2,8,9,0,5,0
Cc1c(C(=O)N(Cc2ccncc2)CC2CCCO2)oc2c(F)cccc12 (configuration not stated),-3,-3,-1,-3.3,-7,-2,3,4,-3
COCCn1c(SCc2cccnc2)nnc1-c1ccco1,4,2,0,1.1,7,5,5,8,0

# Additional structures:
SMILES,GSTO1 counter,PME-1 primary,TPT1 inhibitor,MEX-5 binding,MCL1 BIM primary,BCLXL inh,Fam108B counter,GLD-1 RNA inh,PAD4 inh
COc1ccccc1CCc1nnc(CCC(=O)NCCCOc2cccnc2)o1,7,3,1,1.3,12,5,1,9,-2
COC(=O)C(NC(=O)c1c(C)nn(C)c1Cl)c1ccccc1 (configuration not stated),1,2,-1,0.5,-4,4,-4,6,-2
CCOc1cc(/C=C/c2cccc[n+]2C)ccc1O,6,-6,-1,3.8,-20,-7,1,-25,-5
COc1ccccc1/C=C/CN1CCN(Cc2ccc(C)o2)C(CCO)C1 (configuration not stated),0,6,1,0.1,5,5,4,0,-5
CCc1sc(NC(=O)c2cc3ccccc3oc2=O)nc1-c1cccs1,0,1,-4,-1.6,10,3,7,-1,1
COc1ccc(OCC2CNC(=O)O2)cc1 (configuration not stated),0,-2,1,1.7,4,4,1,-5,-1
CCOc1ccc(NC(=O)CN(C)C(=O)c2cn3ccccc3n2)cc1OCC,3,-4,0,-1.1,-12,-7,-1,3,-3
Cc1cccc(S(=O)(=O)NCCNS(=O)(=O)c2cccc(C)c2)c1,-3,3,-8,-3.0,7,3,5,8,0
COc1ccc(CNC(=O)c2ccc3ccccc3n2)cc1OC,1,6,1,3.0,-5,-3,-5,3,5
Cc1ccsc1/C=N/n1c(-c2ccccn2)n[nH]c1=S,10,0,2,12,-14,-16,5,1,-3
COc1ccc2sc(NC(=O)c3ccco3)nc2c1,12,-8,-1,-2.1,-7,-13,-2,7,2
COc1ccccc1N1CCN(C(=O)c2onc(C)c2Cl)CC1,3,-8,-3,-3.3,2,-1,-2,3,-2
CCOC(=O)CNC(=O)c1nn(-c2ccc(OCC)cc2)c(=O)c2ccccc12,14,-2,2,nt,2,0,-1,3,5
COc1ccccc1N1CCN(C(=O)C2CCN(S(=O)(=O)c3ccc(C)cc3)CC2)CC1,6,41*,3,0.4,-2,3,-1,11,-6
O=C(CCn1c(=O)oc2ccccc21)N1CCCCCC1,-1,0,-1,1.0,10,8,-2,3,-1
CC(Oc1cc2oc(=O)c3c(c2cc1Cl)CCC3)C(=O)NCc1ccncc1 (configuration not stated),-3,4,-2,1.4,-1,0,4,-1,-7
COc1cc(/C=C2\C(=N)N3N=CSC3=NC2=O)cc(Br)c1OC(=O)c1ccco1,10,-4,5,4.4,3,6,-4,3,-2
CN(C(=O)c1c(Cl)cnn1C)C12CC3CC(CC(C3)C1)C2,1,-5,-3,1.4,-10,-1,5,0,-1
CC1Cc2cc(/C=C3/SC(=S)NC3=O)ccc2O1 (configuration not stated),-15,-3,0,-9.8,2,6,0,4,3
CCCCN1C=CC(=C2C(=O)c3ccccc3C2=O)C=C1,5,1,-2,-38*,-2,1,1,7,-5
COc1ccc(NC(=O)CN2C(=O)NC(C)(C3CC3)C2=O)cc1S(=O)(=O)N1CCOCC1 (configuration not stated),nt,1,nt,nt,2,1,nt,-1,-2
CC1=NN(c2ccc(Cl)cc2)C(=O)C1C(c1cccc(O)c1)c1c(C)[nH]n(-c2ccc(Cl)cc2)c1=O (configuration not stated),66*,17,-3,2.3,7,5,31*,8,73*
Cc1cc2c(cc1C)[n+](C)cn2CC(O)COCC1CC=CCC1 (configuration not stated),0,1,13,0.2,14,3,-1,-4,-4
CC(OC(=O)c1cccc([N+](=O)[O-])c1)C(=O)N1CCc2ccccc21 (configuration not stated),nt,-4,nt,nt,-8,1,nt,0,4
O=C(CCn1c(=O)oc2ccccc21)NCCCN1CCN(c2ccc(F)cc2)CC1,-1,7,-2,-1.0,-3,1,-1,3,-1

# Grouped by structure, those above with an aryl thioether with sulfur outside any ring.
SMILES,GSTO1 counter,PME-1 primary,TPT1 inhibitor,MEX-5 binding,MCL1 BIM primary,BCLXL inh,Fam108B counter,GLD-1 RNA inh,PAD4 inh
Cc1nc(CSc2n[nH]c(=O)n2-c2ccccc2)cs1,4,-7,-1,0.7,9,5,5,7,4
Cc1ccc(S(=O)(=O)NCCSc2ccccc2)cc1[N+](=O)[O-],10,1,1,-1.3,1,5,4,3,1
COCCNc1nnc(SCC(=O)N2CCN(S(=O)(=O)c3ccccc3)CC2)s1,2,0,2,0.2,-2,0,1,2,-4
COCCn1c(SCc2cccnc2)nnc1-c1ccco1,4,2,0,1.1,7,5,5,8,0

# The list goes on:
SMILES,GSTO1 counter,PME-1 primary,TPT1 inhibitor,MEX-5 binding,MCL1 BIM primary,BCLXL inh,Fam108B counter,GLD-1 RNA inh,PAD4 inh
COc1ccc(CN2C(=O)C(Cc3ccccc3)Nc3ncnc(N4CCN(c5ccccc5)CC4)c32)cc1 (configuration not stated),0,-4,5,1.1,-1,3,-1,-3,0
CCn1c(SCc2nc3ccccc3[nH]2)nnc1-c1cccs1,1,0,-1,1.9,-1,-5,2,-3,5
C[C@H](NC(=O)OC(C)(C)C)C(=O)N/N=C/c1cccc2nccnc12,3,4,-6,nt,1,4,1,-3,2
O=C(Nc1cc(Cl)ccc1-n1cncn1)c1cc(S(=O)(=O)N2CCOCC2)ccc1F,3,-5,-5,-4.0,6,4,2,6,-2
COc1cc(/C=C/C(=O)NCCn2c(C)cc3ccccc32)cc(OC)c1OC,0,-2,0,-6.3,8,6,5,7,-2
O=C(Nc1ccccc1)c1nc2ccccc2s1,-2,1,-1,0.5,-1,-1,-7,5,-3
CC1(C)C2CCC1(C)C(OC(=O)C[n+]1ccccc1N)C2 (configuration not stated),0,-5,-1,2.1,4,0,0,-2,6
COc1ccc(-c2nnc(SCc3ccccn3)n2C)cc1,-1,0,-7,-0.9,2,6,1,13,3
CCc1nnc(NC(=O)Cc2sc(C)nc2-c2ccc(C)cc2)s1,-10,14,3,-1.0,3,1,2,-8,-2
COc1ccc(NS(=O)(=O)c2ccc(N3CCOCC3)c(NC(=O)c3ccccc3Br)c2)cc1,0,13,-6,3.8,5,0,3,2,6
NC(=O)c1ccc[n+](CC(=O)NCc2ccc(Cl)cc2)c1,5,4,-6,1.8,6,1,-4,2,2
Cc1ccc(-c2nn(CC(=O)NCc3ccco3)c(=O)c3ccccc23)cc1,-2,-30,-2,-1.0,4,-5,-22,3,4
